Compound activity deposited in PubChem BioAssay by several laboratories.
MsrA inh – bovine MsrA inhibition. inhibition, % at 15.5 µM. purified bovine MsrA, absorbance read-out. actives 0.75% (n = 360,000); in the data active = inhibition above about 4.5%;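 also: 0% = vehicle wells with enzyme and 100% = reference inhibitor wells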
MLLE-PAM2 inh – inhibitors of microRNA-mediated deadenylation, human PABP1 MLLE binding; AID 588489; inhibition, % at 20 µM; actives 0.36% (n = 360,000); P11940; GST-MLLE / FITC-PAM2 fluorescence polarization; in the data active = inhibition above about 35%, passing the limit was not always enough;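 also: plate controls were DMSO wells with GST-MLLE for no effect and wells lacking GST-MLLE protein for full effect; some results filed as inactive read as strong as hits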
MsrA act – activates bovine MsrA enzyme. AID 602163. actives 0.3% (n = 360,000). purified bovine MsrA, absorbance read-out. activation, % at 10.6 µM; in the data active = activation above about 7.5%;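 also: 0% = vehicle and 100% = reference activator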
Rin1-Abl PPI inh – human Rin1-Abl interaction inhibition | P00519+Q13671 | TR-FRET Rin1/Abl binding, biochemical | inhibition, % at 7.35 µM | actives 0.4% (n = 360,000); in the data active = inhibition above about 5%, passing the limit was not always enough
MT1-MMP act inh – blocks activation of human MT1-MMP | GFP/RFP ratio change, % at 20 µM | P50281 | HT1080 RFP-PRO-GFP cells, GFP/RFP ratio fluorescence, overnight; percent of plate control window, DMSO zero | actives 0.061% (n = 360,000) | AID 651647;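 active = GFP/RFP ratio change of at least 30% with cell ATP level not reduced by more than half and red fluorescence within 50% of control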; also: strong numbers were not always called active
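Assay system: HT1080 RFP-PRO-GFP cells. Benchmarks: DMSO vehicle wells and RFP-L50D-GFP reporter cell wells. Times: overnight cell settling, then overnight compound exposure, 37 °C, 5% CO2. Compound: 20 µM single dose, 1% DMSO. Read-out basis: GFP/RFP fluorescence ratio.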
Rpn11 inh – inhibitors of human proteasome Rpn11; human 26S proteasome, Ub4-pepOG fluorescence polarization; 20S core pre-blocked with epoxomicin; calls only at 20 µM; actives 0.59% (n = 360,000); AID 588493;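 active = inhibition at 20 µM, scaled to each plate's controls, above about 33%, limit read from the data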
eLon inh – E. coli protease La inhibition; P0A9M0; purified E. coli Lon protease, fluorescence polarization; inhibition, % at 7.94 µM; actives 0.42% (n = 360,000); AID 602123; in the data active = inhibition above about 13%, passing the limit was not always enough;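 also: 0% = enzyme with probe and DMSO and 100% = no enzyme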
Target sequence (P0A9M0 whole entry, looked up): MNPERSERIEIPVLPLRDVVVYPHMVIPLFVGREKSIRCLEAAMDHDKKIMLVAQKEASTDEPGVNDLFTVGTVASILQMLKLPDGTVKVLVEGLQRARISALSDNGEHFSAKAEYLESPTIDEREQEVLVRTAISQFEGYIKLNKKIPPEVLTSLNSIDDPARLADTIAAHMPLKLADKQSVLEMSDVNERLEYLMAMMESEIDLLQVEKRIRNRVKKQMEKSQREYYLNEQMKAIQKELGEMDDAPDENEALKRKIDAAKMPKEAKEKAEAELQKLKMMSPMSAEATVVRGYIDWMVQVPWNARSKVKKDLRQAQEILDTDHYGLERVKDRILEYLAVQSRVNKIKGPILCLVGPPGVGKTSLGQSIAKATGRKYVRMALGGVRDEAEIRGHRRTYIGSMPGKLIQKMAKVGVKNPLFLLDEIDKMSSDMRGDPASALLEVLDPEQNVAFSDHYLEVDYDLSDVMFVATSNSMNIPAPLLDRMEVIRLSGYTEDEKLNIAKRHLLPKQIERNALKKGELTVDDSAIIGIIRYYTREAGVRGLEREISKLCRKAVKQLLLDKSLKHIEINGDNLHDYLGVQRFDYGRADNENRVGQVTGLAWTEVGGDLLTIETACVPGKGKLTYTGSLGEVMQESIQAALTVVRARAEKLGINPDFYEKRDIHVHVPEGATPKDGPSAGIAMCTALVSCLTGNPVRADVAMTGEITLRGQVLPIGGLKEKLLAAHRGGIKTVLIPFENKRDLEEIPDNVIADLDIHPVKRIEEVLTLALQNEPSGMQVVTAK
CSN deneddyl inh – blocks human CSN-mediated cullin deneddylation | inhibition, % at 12.5 µM | Q92905 | Purified CSN, SCF-Nedd8-OG deneddylation, fluorescence polarization | actives 0.38% (n = 360,000);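 active = pattern-corrected inhibition above about 35%, with an unprinted fluorescence ratio check between 0.5 and 1.5, limit read from the data, passing the limit was not always enough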;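 also: 0% = enzyme with substrate and 100% = substrate without enzyme; some results filed as inactive read as strong as hits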
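assay system = purified human Csn5 enzyme expressed in HEK293T cells | amount = 0.24 nM enzyme | buffer or medium = Tris/NaCl/DTT buffer, pH 7.5 | reagent = 10 nM SCFSkp2-Nedd8OG | compound = one concentration, 12.5 µM, 0.25% DMSO | times = 90 min reaction at room temperature | signal = FP | read-out basis = % inhibition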
FAS TE block – blocks the thioesterase domain of human fatty acid synthase; inhibition, % at 15 µM; actives 0.67% (n = 360,000); recombinant FAS-TE, OMFH fluorogenic substrate, fluorescence endpoint; AID 602261;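 active = compounds whose normalised, plate-corrected inhibition of enzyme fluorescence in the single-dose primary screen is 50% or more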;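 also: 0% = DMSO with enzyme and 100% = substrate without enzyme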
Numbers without * were called inactive; i = inactive; nt = not tested or not shown.

molecule	MsrA inh	MsrA act	eLon inh	MLLE-PAM2 inh	CSN deneddyl inh	MT1-MMP act inh	Rpn11 inh	Rin1-Abl PPI inh	FAS TE block
c1ccc(C2OC3c4cccc5cccc(c45)C3N2c2ccccc2)cc1 (stereo not given)	2.0	-1	56*	2	3	5	i	0	-7
CC1(C(=O)NS(=O)(=O)c2cccc(C#N)c2)CCN1C(=O)CCc1ccccc1 (stereo not given)	0.3	0	-4	6	-8	2	i	1	0
CCNC(=O)C1(C)CCCN(C(=O)c2csc3ccccc23)C1 (stereo not given)	1.0	-1	2	0	3	3	i	5	-10
Cc1ccc(C)c(NC(=O)CN(C)C(=O)c2cc3ccccc3o2)c1	1.1	-3	4	-9	-2	-1	i	-2	-3
COc1ccc(NC(=O)C2CCCN2S(=O)(=O)c2ccc(F)cc2)cc1 (stereo not given)	1.1	-7	6	5	0	2	i	-2	-7
COc1ccccc1CNC(=O)c1ccc(NS(=O)(=O)c2c(C)noc2C)cc1	0.2	-4	5	-6	-5	1	i	0	-1
O=C(Nc1ccc(F)c(Cl)c1)c1ccccc1NC(=O)C1CCCCC1C(=O)O (stereo not given)	0.2	-1	6	19	-5	0	i	4	0
Cc1nc(CNS(=O)(=O)c2ccc(Oc3ccccc3)cc2)cs1	0.7	-1	3	15	8	11	i	2	9
O=C(COc1ccc2ccccc2c1Br)N1CCCC1	-0.4	-4	-4	1	-4	1	i	-6	0
O=C(Nc1ccc(Cl)cn1)c1ccc([N+](=O)[O-])o1	-0.6	-2	8	-13	-3	-1	i	-1	-1
OC[C@@H]1CN(Cc2ccc(F)cc2)C[C@H](n2cnc3c(N4CCCC4)ncnc32)O1	-0.2	0	-4	5	0	3	i	0	-7
O=C(O)C1CCCCC1C(=O)Nc1ccccn1 (stereo not given)	-0.8	-2	5	2	0	0	i	0	-6
CS(=O)(=O)c1ccc(Cl)c(NC(=O)COC(=O)c2ccc(S(=O)(=O)N3CCCC3)cc2)c1	0.1	-2	-2	2	-3	4	i	0	-6
CC(C)(C)c1ccc(C2=CC(c3ccccc3)n3ncnc3N2)cc1 (stereo not given)	nt	-7	0	26	-4	-28	i	0	4
Cc1csc(-c2cnn(-c3ccccc3)c2NC(=O)c2ccccc2)n1	0.9	-1	4	3	-1	3	i	0	-2
O=C(COc1ccc(F)c(Cl)c1)N1CCN(c2ccccn2)CC1	-1.0	-5	-5	7	3	2	i	3	6
COc1ccc(N(C)S(=O)(=O)c2cccc(C(=O)NC3CCCC3)c2)cc1	0.8	-6	4	9	0	-26	i	2	3
CC1(C)Cc2c(cnn2-c2ccc(F)cc2)C(NC(=O)CCN2CCCCO2)C1 (stereo not given)	0.7	-5	-4	2	-1	0	i	0	-2
COc1ccc(OCCSc2nnc(C)n2-c2ccccc2)cc1	1.3	1	-3	-2	-3	4	i	0	-5
CC(=O)c1c(N2CCN(Cc3ccccc3)CC2)nc(=S)n(-c2ccccc2)c1C	-0.5	-6	-10	-8	17	-7	i	1	-8
S=c1[nH]ccn1-c1cccc(Cl)c1Cl	-1.3	-5	8	-5	2	3	i	-1	-8
NC(=O)c1ccccc1OCc1cccc2ccccc12	-0.2	-3	-6	-7	-2	-2	i	-1	2
COc1c(C)cc(C(O)c2ncc(-c3ccccc3)[nH]2)cc1C (stereo not given)	-1.3	-7	-4	2	7	6	i	-4	-6
O=C(O)c1ccccc1-c1ccccc1C(=O)Nc1cccc(Br)c1	-0.6	-2	-9	-12	-5	-1	i	1	-1
O=S(=O)(c1ccc(Cl)nc1)N1CCOCC1	0.6	-3	-3	-4	-6	1	i	1	-6
CCOc1ccccc1N1CCN(C(=O)c2c(Cl)cnn2C)CC1	0.7	-2	5	-8	3	-1	i	-1	-4
Cc1ccc([C@@H]2C3COCC=C3C(C#N)=C(N)C2(C#N)C#N)o1 (stereo not given in full)	1.6	-2	69*	68	-22	-55	i	2	-4
O=c1cc(CSCc2ccc(Cl)cc2)[nH]c(=O)[nH]1	-0.4	-3	6	-23	-3	1	i	-5	-6
CN(C)Cc1ccc(CNC(=O)c2ccc(Cl)c(S(=O)(=O)NC3CC3)c2)cc1	-0.6	-3	1	2	-5	-3	i	1	-4
Cc1cc(C(=O)Nn2c(C)nc3ccccc3c2=O)ccc1[N+](=O)[O-]	1.5	-2	-6	3	2	0	i	1	-8
CCCOc1cccc(NC(=O)OC2CCN(C)CC2)c1	-0.8	-5	-3	-52	-3	0	i	-1	-13
c1ccc(CN2CCC3(CC2)Nc2ccccc2S3)cc1	1.2	2	-6	11	2	2	i	0	7
COc1ccc(Cc2nnc(NC(=O)CSc3ccccc3)s2)cc1OC	0.6	-2	-6	11	-11	2	i	1	-2
Cc1csc(Nc2ccc(Cl)cc2)n1	-0.2	-2	2	-4	8	-3	i	-1	7
COC(=O)c1ccccc1NC(=O)NCCc1ccccc1OC	0.8	-2	-3	-10	5	1	i	1	4
COC(=O)c1cc(CN2CCN(c3ccccc3)CC2)ccc1O	1.3	-1	-13	9	2	2	i	0	1
CCCCN1C(=O)c2ccc(C(=O)Nc3ccccc3N3CCOCC3)cc2C1=O	2.1	-2	11	0	4	-2	i	-2	12
N=c1c(C(=O)NC2CCCCC2)cc2c(=O)n3ccccc3nc2n1Cc1cccnc1	-0.1	-9	9	4	4	-3	i	-5	-4
COc1ccc(C(=O)NC2CCN(C(=S)Nc3ccc(C)cc3)CC2)cc1	0.4	-4	-5	-43	-5	-5	i	4	-4
C=CCOC(=O)C1=C[C@@H](c2ccc3c(c2)OCO3)C[C@@H](OCCCCO)O1	-0.5	-3	-6	-1	0	-1	i	0	-5

Reprinted at random: 6 records from the list
molecule	MsrA inh	MsrA act	eLon inh	MLLE-PAM2 inh	CSN deneddyl inh	MT1-MMP act inh	Rpn11 inh	Rin1-Abl PPI inh	FAS TE block
CCNC(=O)C1(C)CCCN(C(=O)c2csc3ccccc23)C1 (stereo not given)	1.0	-1	2	0	3	3	i	5	-10
COc1ccc(OCCSc2nnc(C)n2-c2ccccc2)cc1	1.3	1	-3	-2	-3	4	i	0	-5
NC(=O)c1ccccc1OCc1cccc2ccccc12	-0.2	-3	-6	-7	-2	-2	i	-1	2
CN(C)Cc1ccc(CNC(=O)c2ccc(Cl)c(S(=O)(=O)NC3CC3)c2)cc1	-0.6	-3	1	2	-5	-3	i	1	-4
COc1ccc(N(C)S(=O)(=O)c2cccc(C(=O)NC3CCCC3)c2)cc1	0.8	-6	4	9	0	-26	i	2	3
CC1(C(=O)NS(=O)(=O)c2cccc(C#N)c2)CCN1C(=O)CCc1ccccc1 (stereo not given)	0.3	0	-4	6	-8	2	i	1	0

Carrying on.
molecule	MsrA inh	MsrA act	eLon inh	MLLE-PAM2 inh	CSN deneddyl inh	MT1-MMP act inh	Rpn11 inh	Rin1-Abl PPI inh	FAS TE block
CCOC(=O)C1CCN(c2c(Nc3ccc4c(c3)OCCO4)c(=O)c2=O)CC1	1.1	-3	-10	-10	2	0	i	-1	-6
O=c1cc(CN2CCOCC2)c2ccc(O)c(O)c2o1	0.6	-3	-2	23	-9	3	i	2	-5
CN1CCN(C(=O)C2=C[C@H](C3CCCCC3)C[C@H](OCc3ccc(CO)cc3)O2)CC1	0.0	-8	13	-9	-4	1	i	2	-1
CCOc1ccc(S(=O)(=O)NCCC(=O)NCCOc2ccccc2OC)cc1	0.5	0	-6	-4	-3	-2	i	0	-7
CCCSc1nnc(CSc2nc3nc(C)cc(C)n3n2)o1	-2.0	-3	-5	-12	-3	3	i	1	-4
CCOc1ccc(C(=O)COC(=O)CNC(=O)C2CCCCC2)cc1	1.5	-1	-13	-3	-2	0	i	3	2
COc1ccc(NC(C)=O)c([N+](=O)[O-])c1[N+](=O)[O-]	0.9	1	-8	0	-5	-3	i	0	-4
CCOC(CCn1ccc(O)c(Cc2ccc(Cl)cc2)c1=O)OCC	0.3	-1	7	-4	1	-4	i	2	0
CCOC(=O)NC(=O)/C(C=Nc1ccc(Cl)cc1)=C(\C)O	1.8	-3	4	3	-10	5	i	6	-1
COc1ccc(-c2noc(CN(C)C3CCOCC3)n2)cc1	0.3	-2	1	0	4	1	i	0	-8
Cc1cc(C(=O)COC(=O)C2=NNC(=O)CC2)c(C)n1-c1ccccc1	0.2	0	-1	4	-2	-2	i	3	-6
Cc1ccc(C)c(OCCCC(=O)Nc2nccs2)c1	0.1	-1	-2	7	3	-5	i	-2	-10
CCOC(=O)C1CCN(C(=O)COc2ccc(N(C)S(=O)(=O)c3cccs3)cc2)CC1	0.4	2	2	8	0	3	i	5	-6
CCC(=O)Nc1ccc(C(=O)CSc2nnc(-c3ccc(O)cc3)n2CC2CCCO2)cc1OC (stereo not given)	-0.2	-2	-3	-8	-8	2	i	1	-9
C#CC1(NC(=O)NC(C)C)CCCCC1	-0.9	-4	-6	3	1	-4	i	-3	-2
O=C(COc1ccc(CNC[C@H]2O[C@@H](n3ccc(=O)[nH]c3=O)[C@H](O)[C@@H]2O)cc1)Nc1ccccn1	-1.6	-3	-4	0	5	1	i	2	-4
C=C(C)C1CC=C(CN2CCN(Cc3ccccc3)CC2)CC1 (stereo not given)	-0.7	-4	5	6	2	6	i	-1	0
CC(C)COCC1CC2(CC(C)C(=O)CC2=O)C(=O)O1 (stereo not given)	-0.7	-2	9	1	-2	1	i	-1	-1
Cc1ccc(C(=O)Nc2cccnc2Oc2ccc(Cl)cc2)cc1	0.2	-2	-8	0	0	-3	i	-1	20
CCOC(=O)/C=C/C(=O)Nc1ccccc1-c1ccccc1NC(=O)/C=C/C(=O)OCC	-0.2	-5	-2	-12	-8	-1	i	0	-2
CCOC(=O)/C(C#N)=C/c1c(N2CCN(c3ccccc3)CC2)nc2ccccn2c1=O	-0.7	-1	-10	-23	6	-4	i	2	12

Compounds shown so far that contain fluorine, in the order listed:
molecule	MsrA inh	MsrA act	eLon inh	MLLE-PAM2 inh	CSN deneddyl inh	MT1-MMP act inh	Rpn11 inh	Rin1-Abl PPI inh	FAS TE block
COc1ccc(NC(=O)C2CCCN2S(=O)(=O)c2ccc(F)cc2)cc1 (stereo not given)	1.1	-7	6	5	0	2	i	-2	-7
O=C(Nc1ccc(F)c(Cl)c1)c1ccccc1NC(=O)C1CCCCC1C(=O)O (stereo not given)	0.2	-1	6	19	-5	0	i	4	0
OC[C@@H]1CN(Cc2ccc(F)cc2)C[C@H](n2cnc3c(N4CCCC4)ncnc32)O1	-0.2	0	-4	5	0	3	i	0	-7
O=C(COc1ccc(F)c(Cl)c1)N1CCN(c2ccccn2)CC1	-1.0	-5	-5	7	3	2	i	3	6
CC1(C)Cc2c(cnn2-c2ccc(F)cc2)C(NC(=O)CCN2CCCCO2)C1 (stereo not given)	0.7	-5	-4	2	-1	0	i	0	-2

An unsorted share of the library; any-hit rate near 3.7%.
